hERG rescue = hERG (human) protection from proarrhythmic block; CHO-hERG, FluxOR thallium flux, dofetilide IC70 present; activation (rescue from dofetilide block), less the hit threshold, % at 10 µM; hit rate 0.51% among 310,000; AID 1511;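 active = activation above the mean of controls blocked by dofetilide plus 5 SD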;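 also: thallium influx through hERG after potassium depolarization seen as dye fluorescence rise; in these data hits start at about 4.7%; inactives centre near -7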
TRPC4 agonist = opens the mouse TRPC4 cation channel; Q9QUQ5; HEK293 TRPC4beta/mu-opioid, Fluo4 calcium fluorescence; hits give high values; B-score at 10 µM; hit rate 0.49% among 310,000; AID 2237;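 active = B-score above 5 SD of library B-scores, and initial fluorescence ratio not above library mean plus 5 SD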;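 also: positive B-score marks a calcium rise read as TRPC4 activation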
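Material: TRPC4beta and mu-opioid receptor HEK293 stable cells | Incubation: 45 min room-temperature Fluo4 loading, 110 s read | Detection: Kinetic Fluo4 calcium fluorescence | Measure: Integrated baseline-normalised fluorescence ratio, converted to per-well B score | Benchmarks: Low control buffer alone, high control maximal DAMGO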
KCNQ1 pot = potentiates or activates the human KCNQ1 potassium channel | hit rate 0.35% among 310,000 | B-score at 10 µM | CHO-K1 KCNQ1, thallium flux FluxOR fluorescence; hits give high values | P51787 | AID 2648;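 active = fluorescence ratio B-score, a plate-corrected score, at least three library SD, with initial intensity B-score within 5 SD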
Target sequence (P51787 whole entry, looked up): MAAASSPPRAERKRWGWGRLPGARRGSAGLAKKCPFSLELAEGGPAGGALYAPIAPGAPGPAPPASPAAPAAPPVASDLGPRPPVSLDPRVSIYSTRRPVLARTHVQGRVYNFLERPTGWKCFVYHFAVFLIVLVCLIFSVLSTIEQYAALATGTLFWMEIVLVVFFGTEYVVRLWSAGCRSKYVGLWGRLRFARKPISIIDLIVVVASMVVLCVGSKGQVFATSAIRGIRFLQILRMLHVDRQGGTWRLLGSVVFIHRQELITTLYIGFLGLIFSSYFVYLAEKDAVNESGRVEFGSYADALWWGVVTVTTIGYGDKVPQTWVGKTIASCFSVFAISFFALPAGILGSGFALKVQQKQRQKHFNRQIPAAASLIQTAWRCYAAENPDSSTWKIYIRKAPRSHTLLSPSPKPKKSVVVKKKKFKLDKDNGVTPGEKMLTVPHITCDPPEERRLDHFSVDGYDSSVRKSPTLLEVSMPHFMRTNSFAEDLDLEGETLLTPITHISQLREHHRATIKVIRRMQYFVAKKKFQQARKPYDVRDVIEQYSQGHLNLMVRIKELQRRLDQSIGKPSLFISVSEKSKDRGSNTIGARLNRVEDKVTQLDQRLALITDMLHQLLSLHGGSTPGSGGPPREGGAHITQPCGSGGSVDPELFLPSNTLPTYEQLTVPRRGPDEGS
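Material: CHO-K1 cells stably expressing KCNQ1. Medium: assay buffer for compound exposure, DMSO matched across wells. Reagent: K+/Tl+ depolarizing stimulus. Compound dosing: single-concentration screen. Times: 37 °C overnight plating, 90-min dark dye load, 20-min compound pretreatment. Technique: FluxOR Tl+ flux fluorescence.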
KCNK3 inh = human KCNK3 channel inhibition, primary screen | AID 602410 | O14649 | B-score at 10 µM | hit rate 0.84% among 340,000 | CHO-KCNK3 thallium flux, FluxOR fluorescence; hits give low values;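 active = B-score under library mean minus 4 SD, starting fluorescence ratio at most library mean plus 5 SD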;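 also: more negative B-score means stronger inhibition of thallium flux through KCNK3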
Target sequence (O14649 whole entry, looked up): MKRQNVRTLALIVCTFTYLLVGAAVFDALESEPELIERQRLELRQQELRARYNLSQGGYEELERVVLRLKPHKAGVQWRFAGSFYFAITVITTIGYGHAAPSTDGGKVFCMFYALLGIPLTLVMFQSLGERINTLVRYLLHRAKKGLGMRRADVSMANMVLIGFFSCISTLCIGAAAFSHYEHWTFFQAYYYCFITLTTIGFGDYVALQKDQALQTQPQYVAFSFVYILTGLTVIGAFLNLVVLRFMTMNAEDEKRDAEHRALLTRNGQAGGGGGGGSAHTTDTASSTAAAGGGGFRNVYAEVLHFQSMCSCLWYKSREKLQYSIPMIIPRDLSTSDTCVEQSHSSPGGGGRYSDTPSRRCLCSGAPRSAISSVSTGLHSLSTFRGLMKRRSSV
KCNK9 inh = human KCNK9 channel inhibition; AID 488922; Q9NPC2; B-score at 10 µM; HEK293 KCNK9, FluxOR thallium flux fluorescence; hits give low values; hit rate 1.2% among 310,000;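 active = ratio B-score over 3 SD below the library mean, with starting fluorescence within 5 SD of its mean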;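 also: negative B-score means less thallium flux so channel inhibition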
KCNQ1 block = blocks the human KCNQ1 potassium channel. P51787. CHO-K1 KCNQ1, FluxOR thallium flux fluorescence; hits give high values. B-score at 10 µM. hit rate 1.3% among 310,000;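 active = compounds whose thallium flux B-score, printed positive for inhibition, exceeds three library SD while starting fluorescence stays within three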;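 also: channel opened by potassium depolarization with thallium stimulus after 20 min compound exposure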
Platelet DG rel = platelet dense granule release activity. human platelet-rich plasma, SFLLRN dense granule ATP release, luminescence. inhibition, %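 (compounds screened at 7.5 µM in platelet-rich plasma)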. hit rate 0.22% among 300,000. AID 1663;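 active = mean replicate score, as percent of positive control, at or above 50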
TRPC4 inh = inhibitors of mouse TRPC4 channel | B-score at 10 µM | HEK293 TRPC4beta/mu-opioid, DAMGO-evoked Fluo4 calcium flux; hits give low values | Q9QUQ5 | AID 2247 | hit rate 0.39% among 300,000;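 active = B-score over 3 SD under the library average, no early fluorescence shift, positive overall ratio signal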
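material = TRPC4beta/mu-opioid receptor HEK293 cell line | probe or stimulus = sequential submaximal and maximal DAMGO stimulation | compound dosing = one concentration per compound | measured by = Fluo4 Ca2+ flux fluorescence | evaluation = integrated fluorescence ratio relative to baseline, converted to per-well B score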
Dyrk1A ADPGlo = Dyrk1A (rat) kinase inhibition | hit rate 0.43% among 310,000 | AID 504441 | Q63470 | ADP-Glo luminescence, NFATc1 peptide | inhibition, % at 12.5 µM; in the data active = inhibition above about 50%;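 also: plate controls were vehicle with enzyme for no effect and no enzyme for full effect; many of its hits are not listed in these tables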
PolyA inhibitor = yeast polyadenylation inhibition; calls only at 12 µM; S. cerevisiae SKY197-pL101 polyadenylation reporter, beta-gal luminescence; efflux-impaired pdr1/pdr3 knockout yeast; score 100 = 6 SD above DMSO; hit rate 0.02% among 300,000;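 active = lowest replicate activity score at least 50, where 100 means six control SD above control mean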;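 also: yeast exposed to compound for 9 h at 30 °C; higher score means more reporter readthrough which indicates perturbed polyadenylation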
TRPC4 potent = allosteric potentiators of mouse TRPC4 channel; Q9QUQ5; HEK293 TRPC4beta/mu-opioid, DAMGO EC20, Fluo-4 Ca2+ flux; hits give high values; B-score at 10 µM; hit rate 0.42% among 310,000;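 active = B-score of calcium response area above 5 SD of library B-scores, with initial fluorescence ratio within 5 SD of library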;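 also: B-score of integrated fluorescence ratio over time as area under calcium response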
* = called active by the depositor; i = inactive; / = no result given. Not all compounds are listed. The share of hits here may be higher or lower than overall.

SMILES	hERG rescue	TRPC4 agonist	KCNQ1 pot	KCNK3 inh	KCNK9 inh	KCNQ1 block	Platelet DG rel	TRPC4 inh	Dyrk1A ADPGlo	PolyA inhibitor	TRPC4 potent
O=C(CCCN1C(=O)/C(=C\c2ccccc2)SC1=S)Nc1ccc(O)cc1C(=O)O	-16.2	i	i	i	i	i	2.8	i	0.2	i	i
O=C(CCCCCn1c(=S)[nH]c2ccc(N3CCOCC3)cc2c1=O)NCc1cccc(Cl)c1	-5.0	i	i	i	i	i	12.0	i	/	i	i
CN(C)S(=O)(=O)c1ccc(C(=O)OCC(=O)Nc2sc3c(c2C#N)CCCCC3)cc1	-12.9	i	i	i	i	i	-2.3	i	2.2	i	i
O=C(CCSc1ccccc1)NCCSCc1ccco1	-6.4	i	i	i	i	i	1.7	i	3.2	i	i
CCOc1ccccc1N(CC(=O)NCCSc1ccccn1)S(=O)(=O)c1ccccc1	-20.3	i	i	i	i	i	-2.9	i	0.2	i	i
O=C(CSc1nc2sc3c(c2c(=O)n1-c1ccccc1)CCCC3)N/N=C/c1ccccc1C(=O)O	-7.5	i	i	i	i	i	6.8	i	/	i	i
C/C(CC(=O)NC12CC3CC(CC(C3)C1)C2)=N\NC(=O)c1ccc(C)cc1	-19.0	i	i	i	i	i	-0.1	i	/	i	i
CCc1nnc(NS(=O)(=O)c2ccc(NC(=O)/C=C/c3ccc(F)cc3)cc2)s1	-7.1	i	i	i	i	i	2.8	i	25.3	i	i
CCOC(=O)c1ccc(NC(=S)N(CCN(C)C)C(C)c2ccncc2)cc1 (stereo not given)	-5.1	i	i	i	i	i	-2.7	i	/	i	i
NC(=O)COC(=O)c1ccc(-c2ccc(O)cc2)cc1	-15.7	i	i	i	i	i	2.3	i	-5.1	i	i
O=C(c1ccccc1)N1N=C(c2ccccc2)CC1(O)C(F)(F)F (stereo not given)	-8.4	i	i	i	i	i	-3.7	i	6.7	i	i
CC(=O)c1cccc(NC(=O)c2c(C)nn(-c3ccccc3)c2Cl)c1	-24.9	i	i	i	i	i	0.0	i	9.1	i	i
CCOC(=O)c1ccccc1NC(=O)C1CC(=O)N(C(C)(C)C)C1 (stereo not given)	-6.5	i	i	i	i	i	-1.6	i	5.0	i	i
N#CC1=C(N)Oc2n[nH]c(-c3ccccc3)c2C1c1cccc(OC(=O)N2CCOCC2)c1 (stereo not given)	-12.9	i	i	i	i	i	-1.5	i	3.1	/	i
COc1ccc(-c2nc3ccccc3n2OCC(=O)O)cc1	-3.0	i	i	i	i	i	-5.5	i	2.6	i	i
CC(C)(C)c1cnnn1-c1ccc(/C=N/Nc2ccc([N+](=O)[O-])cc2)cc1	-8.3	i	i	i	i	i	-2.0	i	4.6	i	i
CS(=O)(=O)NCC(c1cccnc1)N1CCN(c2ccc(F)cc2)CC1 (stereo not given)	-3.9	i	i	i	i	i	-3.4	i	-2.6	i	i
CCOc1ccc(-c2nc3n(c(=O)c2C#N)CCS3)cc1	-11.5	i	i	i	i	i	7.1	i	1.5	i	i
COCCCNC(=O)CNC(=O)c1cn(-c2ccccc2OC)c(=O)c2ccccc12	-10.5	i	i	i	i	i	6.7	i	/	i	i
CCN(CC)C(=O)/C(=C/c1ccc2c(c1)OCO2)NC(=O)c1ccc(Br)cc1	-8.9	i	i	i	i	i	-11.6	i	2.2	i	i
COc1ccccc1N1CCN(C(=O)c2cccs2)CC1	-8.0	i	i	i	i	i	-6.7	i	/	i	i
CCC(=O)Nc1c(C)ccc2nsnc12	-11.6	i	i	i	i	i	-3.9	i	7.6	i	i
COc1ccc(-c2cn(CCCOCc3ccccc3)nn2)cc1	-8.3	i	i	i	i	i	19.7	i	-14.7	i	i
COc1ccc(CCNC(=O)C(=O)Nc2ccc3c(c2)OCO3)cc1OC	-0.9	i	i	i	i	i	10.1	i	-2.2	i	i
COc1ccc(-c2c[n+]3c(n2-c2ccc(C)cc2)CCCCC3)cc1	-21.6	i	i	i	i	9*	-2.7	i	1.0	i	i
The list goes on:
SMILES	hERG rescue	TRPC4 agonist	KCNQ1 pot	KCNK3 inh	KCNK9 inh	KCNQ1 block	Platelet DG rel	TRPC4 inh	Dyrk1A ADPGlo	PolyA inhibitor	TRPC4 potent
Cc1ccc(CNCCCSc2nc(C)cc(C)n2)cc1	-4.8	i	i	i	i	i	6.5	i	/	i	i
COc1cc2c(cc1OC)CN(c1ccc(C(N)=O)cc1[N+](=O)[O-])CC2	-8.9	i	i	i	i	i	-6.3	i	-5.1	i	i
COCCNC(=S)N/N=C(\C)c1ccc2cc(OC)ccc2c1	1.1	i	i	i	i	i	-5.0	i	2.3	i	i
Clc1ccccc1CSc1nnc(-c2ccco2)c(-c2ccco2)n1	-29.1	i	i	i	i	11*	4.8	i	7.5	i	i
CC(=O)CC(c1ccccc1)S(=O)(=O)c1ccc(C)cc1 (stereo not given)	-8.3	i	i	i	i	i	0.4	i	-0.1	i	i
COc1ccc(OC)c(NC(=O)CCN2C(=O)c3ccccc3C2=O)c1	-2.2	i	i	i	i	i	-2.2	i	-4.2	i	i
CN(C)C(=O)c1cc(S(=O)(=O)N(C)C)c(Cl)cc1N1CCCC1	-3.0	i	i	i	i	i	2.8	i	-0.7	i	i
Cc1cc(C)cc(OCC(=O)OC(C)C(=O)Nc2ccc(Cl)cn2)c1 (stereo not given)	-11.6	i	i	i	i	i	33.4	i	13.2	i	i
CN(C)CCCNC(=O)c1ccccn1	-4.5	i	i	i	i	i	8.3	i	-4.0	i	i
CC1Cc2ccccc2N1S(=O)(=O)c1cccc(C(=O)NC2CC2)c1 (stereo not given)	-1.9	i	i	i	i	i	3.3	i	0.8	i	i
CCc1ccc2c(CN3CCN(S(=O)(=O)c4cccs4)CC3)cc(=O)oc2c1	-3.7	i	i	i	i	i	-5.6	i	7.2	i	i
Cc1ccc(-n2ncc3c(SCC(=O)NNC(=O)c4ccco4)ncnc32)cc1	0.7	i	i	i	i	i	1.0	i	-1.8	i	i
CCSC1=C(C#N)C(c2cccc(OC)c2)CC(=O)N1 (stereo not given)	-3.9	i	i	i	i	i	/	i	7.0	i	i
COc1ccccc1N1C[C@@H]2C[C@@H](c3ccco3)N3CCC[C@@]23C1=O	-10.0	i	i	i	i	i	0.8	i	0.5	i	i
N#C/C(=C\c1ccc(O)c(O)c1)C(=O)N1CCCC1	-14.4	i	i	i	i	i	-3.6	i	7.2	i	i
O=C(COC(=O)C1CC2C=CC1C2)Nc1ccccc1F (stereo not given)	-9.1	i	i	i	i	i	1.0	i	-9.2	i	i
CCOC(=O)c1c(C)[nH]c(C(=O)CSc2ccc(Cl)cc2)c1C	-6.9	i	i	i	i	i	2.4	i	-8.9	i	i
Cc1noc(/C=C/N(C)C)c1S(=O)(=O)N1CCCC(C(=O)N2CCCCC2)C1 (stereo not given)	-10.7	i	i	i	i	i	-5.5	i	-1.4	/	i
CCOc1ccc(CNC(=S)N/N=C/c2ccc(OC)c(OC)c2)cc1	-4.8	i	i	i	i	i	-12.5	i	-4.3	i	i
COc1ccc(NC(=O)C2CCCN(S(=O)(=O)c3cccnc3)C2)cc1OC (stereo not given)	-8.2	i	i	i	i	i	12.8	i	-2.5	i	i
O=C(COC(=O)Cc1ccc(Cl)cc1)Nc1ccccc1-c1ccccc1	-9.4	i	i	i	i	i	1.7	i	2.2	i	i
O=C(CSC1=NCCN1)Nc1ccccc1[N+](=O)[O-]	-3.1	i	i	i	i	i	3.2	i	/	i	i
COc1ccc(N2C(=O)C(Cl)=C(N3CCCC(C)C3)C2=O)cc1 (stereo not given)	-10.1	i	i	i	i	i	4.3	i	-1.0	i	i
Clc1cccc2c3c([nH]c12)CCNC3	-1.7	i	i	i	i	i	7.2	i	-0.5	i	16*
CCNC(=S)N1C2CCC1CC(NC(=O)Nc1ccc(C(=O)OCC)cc1)C2 (stereo not given)	-8.5	i	i	i	i	i	-6.9	i	-9.2	i	i

Among those listed so far, two contain a tert-butyl group:
SMILES	hERG rescue	TRPC4 agonist	KCNQ1 pot	KCNK3 inh	KCNK9 inh	KCNQ1 block	Platelet DG rel	TRPC4 inh	Dyrk1A ADPGlo	PolyA inhibitor	TRPC4 potent
CCOC(=O)c1ccccc1NC(=O)C1CC(=O)N(C(C)(C)C)C1 (stereo not given)	-6.5	i	i	i	i	i	-1.6	i	5.0	i	i
CC(C)(C)c1cnnn1-c1ccc(/C=N/Nc2ccc([N+](=O)[O-])cc2)cc1	-8.3	i	i	i	i	i	-2.0	i	4.6	i	i

(listing goes on)
SMILES	hERG rescue	TRPC4 agonist	KCNQ1 pot	KCNK3 inh	KCNK9 inh	KCNQ1 block	Platelet DG rel	TRPC4 inh	Dyrk1A ADPGlo	PolyA inhibitor	TRPC4 potent
COc1ccc(N(C(=O)c2ccco2)C(C(=O)NC2CCCC2)c2ccc(N(C)C)cc2)cc1 (stereo not given)	-15.9	i	i	i	i	i	11.5	i	3.0	i	i
COc1ccc(-n2nnnc2SCC(=O)Nc2ccc3c(c2)OCCO3)cc1OC	-0.5	i	i	i	i	i	-0.8	i	-4.0	i	i
CC(C)C[C@H](NC(=O)N1CC(=O)Nc2ccccc21)C(=O)N1CCC[C@H]1C(=O)O	-6.2	i	i	i	i	i	-0.1	i	3.1	i	i
O=C(CCn1nnc2ccccc21)Nc1nnc(COc2ccc(F)cc2)s1	-6.3	i	i	i	i	i	9.1	i	-6.0	i	i
NS(=O)(=O)c1ccc(CCNC(=O)Cc2ccc(Cl)cc2)cc1	-2.4	i	i	i	i	i	-13.7	i	-1.6	i	i
CC1CN(C(=O)/C(=C/c2ccco2)NC(=O)c2ccccc2)CC(C)O1 (stereo not given)	-8.6	i	i	i	i	i	-1.5	i	-0.5	i	i
COc1ccc(CS(=O)(=O)c2ncn[nH]2)cc1	-5.1	i	i	i	i	i	-2.7	i	-2.3	i	i
O=[N+]([O-])c1ccccc1OCCOCCOc1cccc2cccnc12	-5.3	i	i	i	i	i	-2.4	i	-1.9	i	i
CCOC(=O)C1(Cc2ccccc2)CCN(Cc2cccc(OC)c2O)CC1	-53.2	i	i	i	i	i	7.2	i	0.2	i	i
Cc1ccc2c(c1)C(c1ccccc1)N(C(=O)c1ccc(S(=O)(=O)N3CCOCC3)cc1)CC(=O)N2 (stereo not given)	-6.6	i	i	i	i	i	-3.5	i	-8.8	i	i
O=C(Nc1ccc(F)cc1)C(=O)c1c(O)[nH]c2ccc([N+](=O)[O-])cc12	-14.0	i	i	i	i	i	-1.8	i	56.5*	i	i
CCn1c(CC(=O)Nc2ccc(F)cc2)nnc1SCC(=O)NC1CCCC1	-7.6	i	i	i	i	i	7.2	i	-0.1	i	i
